Screening data as filed in PubChem.
GCN5L2 inh: inhibitors of human GCN5L2 histone acetyltransferase | Q92830 | GCN5L2 HAT assay, ThioGlo1 CoA-SH fluorescence | Potency, µM (highest dose often 58.9 µM), for inactives: top-dose activity change, negative = inhibition, most hits filed as inhibitors | 390,000 tested, 0.21% active | AID 504327
Target sequence (Q92830 whole entry, looked up): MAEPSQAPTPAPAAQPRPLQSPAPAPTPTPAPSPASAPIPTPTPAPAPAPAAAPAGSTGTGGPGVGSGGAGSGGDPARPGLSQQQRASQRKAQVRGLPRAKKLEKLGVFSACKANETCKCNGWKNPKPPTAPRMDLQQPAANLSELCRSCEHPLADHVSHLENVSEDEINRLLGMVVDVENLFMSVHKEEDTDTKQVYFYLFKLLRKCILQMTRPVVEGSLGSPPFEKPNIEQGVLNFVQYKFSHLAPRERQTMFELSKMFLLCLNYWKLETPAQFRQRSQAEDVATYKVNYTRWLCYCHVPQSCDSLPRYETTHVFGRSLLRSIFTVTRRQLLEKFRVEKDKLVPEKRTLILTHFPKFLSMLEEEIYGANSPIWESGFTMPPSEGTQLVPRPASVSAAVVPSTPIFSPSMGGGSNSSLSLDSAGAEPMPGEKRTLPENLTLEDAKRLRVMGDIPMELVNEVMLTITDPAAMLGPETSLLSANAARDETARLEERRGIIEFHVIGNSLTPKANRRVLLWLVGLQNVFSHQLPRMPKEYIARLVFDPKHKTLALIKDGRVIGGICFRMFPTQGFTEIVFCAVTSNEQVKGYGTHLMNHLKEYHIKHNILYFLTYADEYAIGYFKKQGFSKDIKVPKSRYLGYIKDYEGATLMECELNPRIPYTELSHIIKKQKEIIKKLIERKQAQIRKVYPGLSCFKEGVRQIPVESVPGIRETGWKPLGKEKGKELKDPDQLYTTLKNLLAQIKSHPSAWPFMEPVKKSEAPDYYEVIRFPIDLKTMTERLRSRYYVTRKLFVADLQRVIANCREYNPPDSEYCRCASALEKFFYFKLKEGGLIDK
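Enzyme at 20nM final was mixed with library compounds for 15 min at room temperature. Peptide H3(1-25) at 75uM, acetyl-CoA at 70uM and ThioGlo1 at 50uM were then added. Plates were read immediately and after 20 min (Ex340nm/Em540nm).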
FEN1 inh: inhibitors of human flap endonuclease 1. Potency, µM (doses to about 114 µM), for inactives: at the highest dose activity change, negative = inhibition, most hits filed as inhibitors. P39748. 390,000 tested, 0.35% active. Recombinant FEN1 flap cleavage, fluorescence, 15 min. AID 588795; also: nearly all actives have a fitted effect of over 65% in size
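Compounds are tested as a concentration series against 10 nM FEN1; after a 15 min room-temperature preincubation, 50 nM substrate starts cleavage, with plate reads at 0 and 15 min. Normalized responses are fitted by a Hill equation.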
N370S GC: N370S glucocerebrosidase modulation, Gaucher chaperone candidate. P04062. N370S GC spleen homogenate, 4MU-glucoside fluorescence. Potency, µM (doses to about 59.4 µM), inactives show top-dose activity change, negative = inhibition, usual class: inhibitors. 330,000 tested, 0.092% active;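 also: 0% = full enzyme activity and -100% = no enzyme basal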
An asterisk follows results filed as active; ? = inconclusive; · = no result given; & = joins results of further samples; [ ] = remark or other dose. Calls follow the shape of the dose curve; as a rule, active = well fitted curve in the direction sought with a large enough effect; inconclusive = small, poorly fitted or top-dose-only effect, or another doubt; inactive = no such curve, though single readings can be large; an effect the other way counts as inactive or inconclusive. Unless noted, % is scaled to controls: 0 for no effect and ±100 for the full control effect; potency is read from the fitted curve at half-maximal effect.

mol | FEN1 inh | N370S GC | GCN5L2 inh
O=C(NC(=S)Nc1ccccc1)c1cc(-c2ccccc2)nc2ccccc12 | -17% | 27% | -2%
CCC(=O)N1CCc2cc(Br)cc(S(=O)(=O)N(CC)Cc3ccccc3)c21 | -2% | · | -9%
COc1ccccc1-c1cc(C(F)(F)F)nc(N2CCOCC2)n1 | 2% | 7% | -11%
COC(=O)[C@]1(Cc2ccccc2)N[C@H](CN(C)S(=O)(=O)c2ccc(-c3ccccc3)cc2)[C@@H]2C(=O)N(Cc3ccccc3)C(=O)[C@@H]21 | -6% | · | -2%
O=C(c1cccc(S(=O)(=O)N2CCN(c3ccccc3)CC2)c1)N1CCN(c2ccccc2O)CC1 | -17% | -4% | -2%
Cn1ncc(Br)c1NC(=O)Nc1ccccc1 | 10% | -16% | -2%
CCCCN(C)C(=O)c1cn(C)c2ccc(S(=O)(=O)N(C)C)cc2c1=O | 17% | 2% | 0%
CC(C)(C)NC(=O)[C@H]1CC[C@H]2[C@@H]3CC[C@H]4NC(=O)C=C[C@]4(C)[C@H]3CC[C@]12C | 5% | 4%&9% | -4%

The list goes on.
mol | FEN1 inh | N370S GC | GCN5L2 inh
CCN(C(=O)C1CCCN(S(=O)(=O)c2c(C)noc2/C=C/N(C)C)C1)c1cccc(C)c1 (stereo not drawn) | -16% | · | -9%
COc1ccc(C2C(C(=O)Nc3ccc(C)cc3C)=C(C)Nc3nc4ccccc4n32)c(OC)c1 (stereo not drawn) | 22% | · | -4%
COCCCNC(=O)c1ccc2nc(CCc3ccccc3)oc2c1 | -1% | · | 7%
Cc1cc(NC(=O)C(C)Oc2ccccc2)no1 (stereo not drawn) | -14% | 7% | -1%
CC1CCN(CC2C(=O)O[C@@H]3C[C@@]4(C)CCC[C@H](C)C4=C[C@H]23)CC(C)(C)C1 (stereo partly drawn) | 6% | -7% | -1%
O=C(CN1C(=O)c2cccc3cccc(c23)C1=O)NCCN1CCOCC1 | -8% | -13% | 1%
Cc1ccccc1Nc1nc(N)nc(CN(C)Cc2ccccc2Cl)n1 | -9% | -23% | -2%
CCCN1CC=C2C(C#N)=C(N)C(C#N)(C#N)C(c3cccc(OC)c3OC)C2C1 (stereo not drawn) | 8% | 4% | -8%

Next section
mol | FEN1 inh | N370S GC | GCN5L2 inh
CCn1cc(CN2CCCC(C(=O)Nc3cccc(-c4cc5ccccc5[nH]4)c3)C2)c(C)n1 (stereo not drawn) | -11% | -24% | 1%
CC1(C)CC(NC(=S)Nc2ccc(S(N)(=O)=O)cc2)CC(C)(C)N1 | -2% | 1% | 2%
CCCN1CCC(NC(=O)Cc2cccc(C)c2)CC1 | 11% | -4% | 0%
O=C(NCc1nnc(SCC(=O)N2CCc3ccccc32)o1)c1ccco1 | 21% | -1% | -4%
CC(C)C(C(=O)O)N1CCS(=O)(=O)CC1 (stereo not drawn) | 7% | 3% | -1%
Cc1ccc(CNC(=O)C2=CCN(S(=O)(=O)c3ccc(C)cc3)CC2)cc1 | · | 10% | -3%
Cc1ccc(N2CCN(C(=O)c3cc(-c4ccc(F)cc4)[nH]c3C)CC2C)cc1 (stereo not drawn) | -2% | -4% | -27%
COC(=O)c1c(C)oc2ccc(N(C(=O)Oc3ccccc3)S(=O)(=O)c3ccc(Cl)c([N+](=O)[O-])c3)cc12 | 2% | 24% | -15%

More results follow:
mol | FEN1 inh | N370S GC | GCN5L2 inh
COc1ccccc1C1CN=NC12CCCc1ccccc1C2=O (stereo not drawn) | -8% | 1% | -18%
COc1ccc(S(=O)(=O)N2CCOCC2)cc1NC(=O)Cc1cccs1 | -11% | · | -2%
CC(C)c1cccc(C2=CC(=O)C[C@H](c3ccc4c(c3)OCO4)C2)c1 | 0% | · | -2%
CCN(CC)S(=O)(=O)c1ccc(C(=O)OCC(=O)NC2CCCC2)cc1 | 19% | 0% | -16%
CC1CN(C(=S)SCC(=O)c2ccc([N+](=O)[O-])cc2)CC(C)O1 (stereo not drawn) | 1% | -4% | 0%
O=C(NCc1ccccc1)C12CC3CC(CC(Br)(C3)C1)C2 | 9% | 2% | -3%
c1ccc2[nH]c(SCc3ccc(-c4nnco4)cc3)nc2c1 | -7% | 6%[2.35 µM] | -2%
COc1ccc(/C=N/NC(=O)C(O)(c2ccccc2)c2ccccc2)cc1OC | 2% | -17% | -2%

The listing continues:
mol | FEN1 inh | N370S GC | GCN5L2 inh
N#Cc1cc2c(nc1SCC(=O)N1CCOCC1)CCCCC2 | 8% | 2% | -5%
CCOc1cc(/C=C2/C(=N)N3C(=NC2=O)SN=C3S(C)(=O)=O)ccc1OC(=O)c1ccco1 | 0% | -1% | -18%
O=C(c1ccccn1)C1CCCN(Cc2cn[nH]c2-c2cc3ccccc3o2)C1 (stereo not drawn) | -26% | · | -25%
Cc1cc(C)c2c(N)c(C(=O)Nc3ccc(C)c(C)c3)sc2n1 | 22% | ? | -6%
O=C(O)CN1C(=O)/C(=C2\C(=O)N(Cc3ccccc3Cl)c3ccccc32)SC1=S | -14% | 0% | ?
CCn1cc(Br)c(C(=O)Nc2ccccc2C(=O)OC)n1 | -6% | 16% | -5%
N#Cc1ccc(OCC(=O)N2CCCC2=O)cc1 | 2% | · | -7%
C[C@@H]1CN([C@H](C)CO)C(=O)Cc2cc(NC(=O)Cn3cnnn3)ccc2O[C@@H]1CN(C)Cc1ccc(Cl)c(Cl)c1 | 2% | · | -13%

A second format for 3 compounds above:
SMILES: Cc1cc(C)c2c(N)c(C(=O)Nc3ccc(C)c(C)c3)sc2n1
  FEN1 inh: 22%
  N370S GC: ?
  GCN5L2 inh: -6%
SMILES: O=C(O)CN1C(=O)/C(=C2\C(=O)N(Cc3ccccc3Cl)c3ccccc32)SC1=S
  FEN1 inh: -14%
  N370S GC: 0%
  GCN5L2 inh: ?
SMILES: CCn1cc(Br)c(C(=O)Nc2ccccc2C(=O)OC)n1
  FEN1 inh: -6%
  N370S GC: 16%
  GCN5L2 inh: -5%

Remaining list, next part
mol | FEN1 inh | N370S GC | GCN5L2 inh
Cc1[nH]c(-c2ccc(F)cc2)cc1C(=O)N1CCN(c2ccc(Cl)cc2)CC1 | -5% | -3% | -6%
Cc1ccc(S(=O)(=O)CCC(=O)OCC(=O)NCCc2ccc(F)cc2)cc1 | -2% | -3% | 4%
COc1ccc2c(c1)c(=O)c(S(=O)(=O)c1ccccc1)cn2CC(=O)Nc1ccc2c(c1)OCO2 | 10% | · | -3%
COc1ccc(C(=O)Nc2ccc(N3CCCCCC3)cc2)cc1S(=O)(=O)N1CCOCC1 | -21% | · | -11%
CC1CN(C(=O)Nc2ccc(F)cc2F)CC(C)O1 (stereo not drawn) | 20% | -1% | -27%
COc1ccc(-n2c(SCC(=O)Nc3sc4c(c3C#N)CCCC4)nnc2-c2ccc(O)cc2)cc1 | -2% | -5% | -1%
CCC(CO)Nc1nc2ccc(Cl)cc2c2ccccc12 (stereo not drawn) | ? | -8% | -5%
CCN(Cc1cccc(F)c1)C(=O)c1ccc2ccccc2n1 | -13% | 0% | -4%

Later entries
mol | FEN1 inh | N370S GC | GCN5L2 inh
CCc1cccc(CC)c1NC(=O)NC1CCCCC1 | -5% | -11% | 2%
CC(=O)Oc1ccc(/C=C/c2nc3ccccc3c(=O)o2)cc1 | 4% | -30% | 0%
COc1cc(/C=C(\NC(C)=O)C(=O)Nc2ccccc2C)ccc1OC(C)=O | 1% | 12% | -6%
O=C(CSc1nc2ccccc2c(=O)n1NC(=O)Cc1ccccc1)NCc1ccccc1Cl | 5% | 6% | -4%
COc1ccc(NC(=O)c2cc3c(=O)n(C)c4ccccc4c3s2)cc1Cl | -4% | · | -6%
COCCNc1ccc(S(=O)(=O)N2CCCC2)cc1[N+](=O)[O-] | 4% | -1% | -6%
Cc1ccccc1-n1c(SCC(=O)c2c(N)n(C3CC3)c(=O)[nH]c2=O)nnc1N1CCOCC1 | -6% | · | -7%
CCOc1ccc(NC(=O)CN(C)C(=O)CCNC(=O)c2ccccc2Cl)cc1OCC | -2% | 1% | -11%

Additional entries follow.
mol | FEN1 inh | N370S GC | GCN5L2 inh
c1ccc(Nc2ncnc3[nH]ncc23)cc1 | -4% | 2% | -16%
COc1cc(-c2c(C(C)=O)c(C)nc3c2C(=O)c2ccccc2-3)cc(OC)c1OC | 12% | -3% | -1%
O=C1CC(c2ccccc2)Sc2nc(-c3ccc(F)cc3)nn21 (stereo not drawn) | 17% | · | -1%
Cc1ccc(NC(=S)N2CCC(NC(=O)c3ccc(C)cc3)CC2)cc1 | -4% | -3% | 0%
CS(=O)(=O)N1CCN(c2ccc(NC(=O)Cc3ccccc3)cc2)CC1 | -2% | · | -4%
Cc1ccc(-n2c(N)cc(=O)nc2SCC(=O)NC2CCCCC2)cc1C | 8% | -16% | -2%
CCCN(CC(=O)Nc1ccccc1OC)C(=O)CC1CCCC1 | -15% | · | -5%
COc1ccc([C@H]2CC(=O)C=C(c3ccc(F)cc3OCc3ccccc3)C2)cc1OC | -23% | · | -8%

Following part.
mol | FEN1 inh | N370S GC | GCN5L2 inh
CCOC(=O)c1cc2c(=O)n3ccccc3nc2n(CC2CCCO2)c1=NC(=O)c1ccc(OCC)cc1 (stereo not drawn) | 11% | · | 0%
C[C@@H](C(=O)NCCCCCC(=O)O)n1nnc2ccccc2c1=O | -13% | 2% | 2%
CCOC(=O)C1CCN(C(=O)CCS(=O)(=O)c2ccc3c(c2)CC(C)N3C(=O)CC)CC1 (stereo not drawn) | 0% | -4% | -10%
COc1ccc(Nc2nc(-c3cccs3)cs2)cc1 | -3% | 3% | ?
COc1ccc(Oc2ncc3nc(C)c(=O)n(Cc4cccs4)c3n2)cc1 | · | -1% | -6%
COc1ccc(C(C)=O)cc1CSc1nc(NCc2ccc(Cl)cc2)c2ccccc2n1 | 45%[activator] | · | 0%
O=C(Nc1nnc(C2=COCCO2)o1)c1ccc(Cc2ccccc2)cc1 | 1% | 4% | -9%
Cc1ccc(F)cc1NC(=O)CN1C(=O)NC(C)(c2ccc3c(c2)OCCO3)C1=O (stereo not drawn) | -16% | · | 1%

Next section
mol | FEN1 inh | N370S GC | GCN5L2 inh
CC(=O)N(C)c1cccc([N+](=O)[O-])c1 | 13% | -6% | 0%
O=C(c1ccc(F)cc1)N1CCC(C(=O)N(Cc2ccccc2)c2ccccc2)CC1 | 0% | · | -1%
Cc1ccc(NC(=O)Cn2cnc3c(OCc4ccccc4)ncnc32)cc1C | -1% | · | -1%
Clc1ccc(Cl)c(OCCCCNCc2ccccc2)c1 | 1% | ? | -3%
CSCC(C)N1CCC(CO)(CCc2ccccc2)CC1 (stereo not drawn) | 0% | 6% | 4%
O=C(Cc1ccsc1)NCC(=O)Nc1ccccc1Br | -2% | · | -1%
COC(=O)c1ccccc1Oc1cnc2ccccc2n1 | 3% | -19% | ?
Cc1cc(N)c(C)c([N+](=O)[O-])c1C | -1% | ? | -7%

(continued)
mol | FEN1 inh | N370S GC | GCN5L2 inh
COCCn1c(=S)[nH]c2cc(OC)c(OC)cc2c1=O | -7% | 2% | -1%
Cc1ccc(C(=O)n2c(N)nc3ccccc32)cc1 | -5% | 2% | -5%
CC1(C)CC(=O)c2cc(C(=O)NC3CCSC3=O)c(=O)n(-c3ccc(Cl)cc3)c2C1 (stereo not drawn) | -2% | 29% | -5%
COC(=O)c1cc(NC(=O)CN2CCC(C(N)=O)(N3CCCCC3)CC2)cc(C(=O)OC)c1 | -14% | -13% | -9%
COC(=O)c1c(-c2ccc(Br)cc2)noc1N | -8% | -9% | -7%
O=C(Nc1ccc(Cl)cc1)c1ccc2snnc2c1 | 1% | -15% | ?
O=C(COC(=O)c1cncc(Br)c1)Nc1ccc2c(c1)OCO2 | 3% | 7% | -9%
CCN(Cc1ccccc1)C(=O)C1CCN(Cc2ccc(SC)cc2)CC1 | 21% | -5% | 1%

Complete entries from above.
COC(=O)c1c(-c2ccc(Br)cc2)noc1N in the list: FEN1 inh = -8%; N370S GC = -9%; GCN5L2 inh = -7%
CCN(Cc1ccccc1)C(=O)C1CCN(Cc2ccc(SC)cc2)CC1 in the list: FEN1 inh = 21%; N370S GC = -5%; GCN5L2 inh = 1%

The list continues:
mol | FEN1 inh | N370S GC | GCN5L2 inh
Cc1cc(=O)oc2cc(OCC(=O)N3CCOCC3)c(Cl)cc12 | 7% | · | -3%
COc1ccc(F)cc1S(=O)(=O)NC1CC(C)(C)NC(C)(C)C1 | -10% | 0% | -6%
COc1ccc(CN2CCNC(=O)C2CC(=O)NC2CCCCCCC2)cc1C (stereo not drawn) | 16% | -7% | -8%
CC(=O)N1C(c2ccccc2)CC(=O)OC1c1ccc2c(c1)OCO2 (stereo not drawn) | -3% | -10% | 2%
CC(C)c1ccc(NC(=O)c2ccc(F)c(S(=O)(=O)N3CCCC3)c2)cc1 | 6% | · | -4%
O=c1c(Cl)c(N2CCN(S(=O)(=O)c3ccc(F)cc3)CC2)cnn1-c1cccc(Cl)c1 | 5% | -11% | 7%
CCC(OC(=O)c1cc2sccc2n1C)C(=O)NCC1CCCO1 (stereo not drawn) | 1% | -9% | -11%
CN(Cc1cccnc1)C(=O)CCCc1c[nH]c2ccccc12 | -1% | -7% | -2%
COc1ccccc1C(=O)Nc1nnc(SCc2cc(=O)c3cc(Cl)ccc3[nH]2)s1 | -9% | · | -9%
CCC1(c2ccccc2)NC(=O)N(CC(=O)NC2(C#N)CCCCC2)C1=O (stereo not drawn) | 2% | -15% | -3%
